Source: PubChem (NCI)
All columns: NCI-60 one-dose screen, growth in % after 48 h at 10 µM unless noted; 100 = growth as untreated, 0 = no growth, -100 = all killed.
NCI-H226 = NCI-H226 lung cancer. 3.5% of 79,000 active
COLO 205 = COLO 205 colon cancer; 7.3% of 79,000 active; AID 1794742
NCI-H322M = NCI-H322M lung cancer; 2.7% of 80,000 active
NCI-H460 = NCI-H460 lung cancer; 6.8% of 82,000 active
NCI/ADR-RES = NCI/ADR-RES ovarian cells; 4.4% of 81,000 active
HT29 = HT29 colon cancer | AID 1794748 | 7.4% of 81,000 active
NCI-H522 = NCI-H522 lung cancer; 8% of 78,000 active; AID 1794739
HCT-15 = HCT-15 colon cancer | 5.2% of 82,000 active | AID 1794746
HCT-116 = HCT-116 colon cancer. 7.3% of 82,000 active. AID 1794798
* marks the source's active call; other numbers are inactive results; . = no result given; [ ] = dose if it differs, or a comment. How the source made its calls: active means growth percent below 10; inactive means the rest. Compounds were not picked by outcome. About 12% of those tested had a hit in this group.

SMILES | NCI-H226 | COLO 205 | NCI-H322M | NCI-H460 | NCI/ADR-RES | HT29 | NCI-H522 | HCT-15 | HCT-116
O=S(=O)(c1ccccc1)N1CCCCCCC1 | 103 | 108 | 112 | 112 | 113 | 99 | 92 | 104 | 97
O=C(CN1CCn2c(nnc2C(F)(F)F)C1)Nc1nc2ccc(F)cc2s1 | 97 | 112 | 102 | 101 | 102 | 109 | 88 | 97 | 107
CCOc1c(C=O)cccc1OC | 103 | 109 | . | 100 | 112 | 108 | 111 | 97 | 108
c1nc(N2CCCCC2)c2cc[nH]c2n1 | 89 | 112 | 97 | 102 | . | 86 | 86 | 99 | 95
O=C(N=Nc1c(O)[nH]c2ccccc12)c1oc2ccccc2c1CN1CCN(c2ccccc2)CC1 | . | 13 | 33 | -65* | -35* | 16 | 20 | -8.3* | -53*
CC1(C)SCC(COC(=O)c2ccccc2)S1 (stereo not drawn) | 99 | 107 | 93 | 99 | 97 | 103 | 98 | 103 | 96
CC(C)OC(=O)Nc1cccc(C#N)c1 | 95 | 111 | 103 | 105 | 108 | 104 | 114 | 114 | 106
O=C(Cn1cc(CSc2nnc3oc4ccccc4n23)nn1)Nc1ccc(Br)cc1 | 45 | 103 | 87 | 101 | 51 | 103 | 80 | 82 | 82
NNc1nnc(NN)c2ccccc12 | 100 | 109 | 110 | 112 | 101 | 113 | 110 | 107 | 107
O=C(O)c1c(O)ccc2ccccc12 | 99 | 118 | 101 | 111 | 98 | 91 | 82 | 99 | 110
CO[C@H]1CC(O[C@@H]2/C(C)=C/C[C@@H]3C[C@@H](C[C@]4(CC[C@H](C)[C@@H](C5CCCCC5)O4)O3)OC(=O)[C@@H]3C=C(C)/C(=N/O)[C@H]4OC/C(=C\C=C\[C@@H]2C)[C@]43O)O[C@@H](C)C1O (stereo partly drawn) | -84* | -79* | -78* | -82* | -76* | -71* | -73* | -75* | -96*
O=C(Cn1cc(CSc2nnc3oc4ccccc4n23)nn1)Nc1cc(Cl)cc(Cl)c1 | 95 | 114 | 101 | 118 | 104 | 106 | 98 | 101 | 111
COC(=O)CCCCCCCCCCBr | 94 | 110 | 98 | 108 | 98 | 102 | 99 | 104 | 114
O=C(CI)OCC(COC(=O)CI)OC(=O)CI | 97 | 33 | 112 | 99 | 96 | 79 | . | 53 | 56
OC1C2CCC(C2)C1CN1CCCCC1 (stereo not drawn) | 109 | 99 | 108 | 107 | 109 | 109 | 110 | 107 | 101
CC1(C)CC[C@]23CC[C@]4(C)[C@H](CC[C@@H]5[C@@]6(C)CCC(=O)C(C)(C)[C@@H]6CC[C@]54C)[C@H]2[C@H]1NC3=O | 81[100 µM] | 97[100 µM] | 100[100 µM] | 74[100 µM] | 85[100 µM] | 42[100 µM] | 79[100 µM] | 87[100 µM] | 54[100 µM]
COc1ccc(-c2nn(-c3cccc(Cl)c3)cc2C2CC(c3ccccc3)=NN2)cc1 (stereo not drawn) | 92 | 101 | 106 | 98 | 101 | 84 | 82 | 110 | 102
CC(C(=O)NCCc1c[nH]c2ccccc12)N1C(=O)/C(=C/c2cccs2)SC1=S (stereo not drawn) | 83 | 106 | 95 | 100 | 91 | 121 | 84 | 99 | 96
CCN(CC)C(=N)N | 103 | 113 | 118 | 111 | 108 | 114 | 107 | 102 | 107
C=CC(=O)Nc1cc2c(Nc3ccc(F)c(Cl)c3)ncnc2cc1C#CC(C)(C)N1CCN(C)CC1 | -97* | -72* | -86* | -77* | -52* | -70* | -74* | -78* | -93*
CC(=O)Nc1ccc(CCCCc2ccc(NC(C)=O)cc2)cc1 | 96 | 115 | 107 | 109 | 105 | 102 | . | 101 | 98
N#CCC(=O)OCCOC(=O)CC#N | 105 | 100 | 98 | 111 | 106 | 99 | 80 | 104 | 96
C[C@]12CCC(=O)C=C1CC[C@H]1[C@@H]3CCC(=O)O[C@@]3(C)CC(=O)[C@@]12F | 104 | 108 | 111 | 108 | 122 | 100 | 86 | 99 | 108
O=C(O)C1CCN(S(=O)(=O)c2ccc(-c3ccccc3)cc2)CC1 | 91 | 111 | 124 | 112 | 117 | 111 | 93 | 107 | 112
N=C(N)SCc1ccccc1 (tested in a mixture with another compound) | 105 | 113 | 93 | 106 | 96 | 95 | 86 | 101 | 104
COc1ccc(/C=C2\C(=N)N=C(SCc3nc4ccccc4[nH]3)NC2=O)cc1 | 98 | 122 | 110 | 105 | 104 | 116 | 103 | 104 | 105
CCCCCC1C(C#N)=C(N)Oc2cc(O)ccc21 (stereo not drawn) | 82 | 96 | 102 | 88 | 89 | 102 | 80 | 88 | 85
CC1(C)CN=C(c2ccccc2)NC1 | 99 | 106 | 104 | 105 | 104 | 106 | . | 107 | 105
CS(=O)(=O)c1ccc(-c2ccc3ncc(C#N)c(Nc4ccc(F)c(Cl)c4)c3c2)cn1 | 78 | 110 | 63 | 73 | 103 | 113 | 64 | 71 | 68
N#Cc1c(-c2ccccc2Cl)cc(-c2ccc(Br)s2)[nH]c1=O | . | . | 102 | 109 | 101 | 110 | 96 | 103 | 86
c1cc2cccc3c2c(c1)c1sc2c4cccc5cccc(c54)c2c31 | 99 | 109 | 108 | 110 | 105 | 103 | . | 98 | 93
O=C(c1ccc(Cl)cc1)C1Sc2nnc(o2)-c2c1c1ccccc1oc2=O (stereo not drawn) | 93 | 105 | 85 | 101 | 97 | 104 | 123 | 100 | 89
O=c1nc(/C=C/c2cn[nH]c2-c2ccc(Cl)cc2)cc(C(F)(F)F)[nH]1 | 59 | 99 | 59 | 107 | 95 | 99 | 54 | 87 | 77
O=C1Nc2ccc([N+](=O)[O-])cc2/C1=C\c1cccs1 | 98 | 111 | . | 101 | 100 | 104 | 101 | 99 | 102
CN(C)CCN(C)c1ccc2ncc(C#Cc3cncc(C(=O)Nc4ccc(CN5CCN(C)CC5)c(C(F)(F)F)c4)c3)n2n1 | 64 | 25 | 89 | -76* | 37 | -66* | 97 | -25* | -86*
CCN(CC)c1cc(N)c(Cc2c(N)cc(N(CC)CC)cc2Cl)c(Cl)c1 | 46 | 21 | 97 | 35 | 81 | 28 | -3.8* | 92 | 38
COC1=C(c2ccccc2)C(=O)C(OC)=C(c2ccccc2)C1=O | 95 | 108 | 106 | 106 | 102 | 95 | 84 | 98 | 96
Cc1ccccc1OCc1ccccc1Br | 104 | 115 | 107 | 105 | 114 | 99 | 89 | 103 | 104
CCCCCCn1c(-c2ccc(C(=O)O/N=C(\N)c3ccc(OC)cc3)cc2)nc(-c2ccccc2)c1-c1ccccc1 | 63 | -14* | 69 | -10* | -37* | 22 | -59* | -41* | -56*
CC(=O)Nc1cc(NC(C)=O)c2ccccc2c1O | 90 | 121 | 96 | 101 | 94 | 104 | 56 | 80 | 78
O=[N+]([O-])c1ccc(/C=N/n2cnnc2)cc1 | 99 | . | 93 | 104 | 98 | 97 | 90 | 103 | 88
O=C(c1ccc(-n2c(=O)[nH]c3ccccc3c2=O)cc1)N1CCCCC1 | 86 | 108 | 95 | 109 | 102 | 108 | 97 | 99 | 100
Cc1cccc2c(=O)c3c(sc12)c(NCCCN)nc1ccccc13 | . | . | 43 | -53* | 24 | -53* | 13 | -69* | -92*
O=C(Cc1ccc(Nc2ccnc(C(F)(F)F)c2)cc1)Nc1ccccc1O | 86 | 119 | 99 | 93 | 83 | 111 | 65 | 98 | 80
Cc1cccc2c1O/C(=C\c1ccc([N+](=O)[O-])o1)C2=O | -58* | -84* | 38 | -59* | 10 | -67* | -77* | -55* | -53*
CC(C)N1C(=O)NC2C1NC(=O)N2C(C)C (stereo not drawn) (tested in a mixture with another compound) | 98 | 120 | 109 | 107 | 103 | 107 | 106 | 115 | 106
N#CCC(=O)NNS(=O)(=O)c1ccc(Br)cc1 | 103 | 108 | 108 | 113 | 108 | 112 | 95 | 104 | 105
O=C1CC(c2ccc3c(c2)OCO3)c2scc(-c3ccc(F)cc3)c2N1 (stereo not drawn) | 71 | 91 | 90 | 90 | 80 | 69 | 44 | 92 | 66
COc1cccc(/C=C2\COc3ccc(O)c(O)c3C2=O)c1OC | 63 | 73 | 33 | 3.8* | 17 | 22 | -33* | -11* | -48*
O=C(O)c1cccnc1Sc1nc2ccc(Cl)cc2c(=O)n1-c1ccccc1 | 85 | 119 | 101 | 111 | 101 | 119 | 100 | 109 | 107
Further structures follow.
SMILES | NCI-H226 | COLO 205 | NCI-H322M | NCI-H460 | NCI/ADR-RES | HT29 | NCI-H522 | HCT-15 | HCT-116
COc1ccc(-c2ccc(-c3ccc(C(=N)N)cc3)s2)cc1Cl | 93 | -36* | -36* | -66* | 78 | 0.6* | -36* | -70* | -53*
CCN(CC)CCOC(=O)Nc1c(C(C)C)cccc1C(C)C | 104 | 117 | 93 | 128 | 113 | 93 | 93 | 106 | 101
NCCC(=O)NCc1ccccc1 | 98 | 92 | 89 | 102 | 105 | 89 | 81 | 106 | 91
CCCCCC(=O)c1cc(O)c(O)c(O)c1 | 85 | 120 | 93 | . | 94 | 93 | 81 | 93 | 99
COc1ccc(-c2nc3ccc(-c4nnc(SCC(=O)Nc5ccc(Cl)cc5)o4)cc3[nH]2)cc1 | 87 | 114 | 97 | 105 | 98 | 113 | 90 | 94 | 105
O=C(c1ccccc1)c1ccc[n+](CCc2c[nH]c3ccccc23)c1 | 98 | 100 | 93 | 102 | 103 | 104 | 98 | 102 | 97
NC(=NCCCC(NC(=O)OCc1ccccc1)C(=O)NC(Cc1ccccc1)C(=O)OCc1ccccc1)NC(=O)OCc1ccccc1 (stereo not drawn) | 95 | 108 | 99 | 102 | 99 | 109 | 88 | 96 | 94

13 consecutive compounds already listed, quoted:
SMILES | NCI-H226 | COLO 205 | NCI-H322M | NCI-H460 | NCI/ADR-RES | HT29 | NCI-H522 | HCT-15 | HCT-116
Cc1cccc2c1O/C(=C\c1ccc([N+](=O)[O-])o1)C2=O | -58* | -84* | 38 | -59* | 10 | -67* | -77* | -55* | -53*
CC(C)N1C(=O)NC2C1NC(=O)N2C(C)C (stereo not drawn) (tested in a mixture with another compound) | 98 | 120 | 109 | 107 | 103 | 107 | 106 | 115 | 106
N#CCC(=O)NNS(=O)(=O)c1ccc(Br)cc1 | 103 | 108 | 108 | 113 | 108 | 112 | 95 | 104 | 105
O=C1CC(c2ccc3c(c2)OCO3)c2scc(-c3ccc(F)cc3)c2N1 (stereo not drawn) | 71 | 91 | 90 | 90 | 80 | 69 | 44 | 92 | 66
COc1cccc(/C=C2\COc3ccc(O)c(O)c3C2=O)c1OC | 63 | 73 | 33 | 3.8* | 17 | 22 | -33* | -11* | -48*
O=C(O)c1cccnc1Sc1nc2ccc(Cl)cc2c(=O)n1-c1ccccc1 | 85 | 119 | 101 | 111 | 101 | 119 | 100 | 109 | 107
COc1ccc(-c2ccc(-c3ccc(C(=N)N)cc3)s2)cc1Cl | 93 | -36* | -36* | -66* | 78 | 0.6* | -36* | -70* | -53*
CCN(CC)CCOC(=O)Nc1c(C(C)C)cccc1C(C)C | 104 | 117 | 93 | 128 | 113 | 93 | 93 | 106 | 101
NCCC(=O)NCc1ccccc1 | 98 | 92 | 89 | 102 | 105 | 89 | 81 | 106 | 91
CCCCCC(=O)c1cc(O)c(O)c(O)c1 | 85 | 120 | 93 | . | 94 | 93 | 81 | 93 | 99
COc1ccc(-c2nc3ccc(-c4nnc(SCC(=O)Nc5ccc(Cl)cc5)o4)cc3[nH]2)cc1 | 87 | 114 | 97 | 105 | 98 | 113 | 90 | 94 | 105
O=C(c1ccccc1)c1ccc[n+](CCc2c[nH]c3ccccc23)c1 | 98 | 100 | 93 | 102 | 103 | 104 | 98 | 102 | 97
NC(=NCCCC(NC(=O)OCc1ccccc1)C(=O)NC(Cc1ccccc1)C(=O)OCc1ccccc1)NC(=O)OCc1ccccc1 (stereo not drawn) | 95 | 108 | 99 | 102 | 99 | 109 | 88 | 96 | 94
